bovine MsrA act: bovine methionine sulfoxide reductase A activation; activation, % at 10.6 µM; 360,000 compounds, 0.3% hits; purified bovine MsrA, absorbance read-out; in the data active = activation above about 7.5%;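 note: 0% = vehicle and 100% = reference activator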
CSN inh: inhibitors of human CSN-mediated cullin deneddylation; Q92905; Purified CSN, SCF-Nedd8-OG deneddylation, fluorescence polarization; inhibition, % at 12.5 µM; 360,000 compounds, 0.38% hits;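 active = pattern-corrected inhibition above about 35%, with an unprinted fluorescence ratio check between 0.5 and 1.5, limit read from the data, passing the limit was not always enough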;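 note: 0% = enzyme with substrate and 100% = substrate without enzyme; some results filed as inactive read as strong as hits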
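Assay system: purified human Csn5 enzyme expressed in HEK293T cells; Input: 0.24 nM Csn5 enzyme, final concentration; Reagent: 10 nM SCFSkp2-Nedd8OG; Compound dosing: 12.5 µM single point; Times: reaction 90 min, room temperature; Technique: fluorescence polarization readout.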
Neddyl block: blocks human cullin neddylation | 360,000 compounds, 0.58% hits | TR-FRET cullin neddylation, biochemical | calls only at 25 µM; in the data active = inhibition above about 36%
Rin1 Abl inh: inhibitors of human Rin1-Abl protein interaction | P00519+Q13671 | TR-FRET Rin1/Abl binding, biochemical | inhibition, % at 7.35 µM | 360,000 compounds, 0.4% hits; in the data active = inhibition above about 5%, passing the limit was not always enough
Target sequence (P00519 whole entry, looked up): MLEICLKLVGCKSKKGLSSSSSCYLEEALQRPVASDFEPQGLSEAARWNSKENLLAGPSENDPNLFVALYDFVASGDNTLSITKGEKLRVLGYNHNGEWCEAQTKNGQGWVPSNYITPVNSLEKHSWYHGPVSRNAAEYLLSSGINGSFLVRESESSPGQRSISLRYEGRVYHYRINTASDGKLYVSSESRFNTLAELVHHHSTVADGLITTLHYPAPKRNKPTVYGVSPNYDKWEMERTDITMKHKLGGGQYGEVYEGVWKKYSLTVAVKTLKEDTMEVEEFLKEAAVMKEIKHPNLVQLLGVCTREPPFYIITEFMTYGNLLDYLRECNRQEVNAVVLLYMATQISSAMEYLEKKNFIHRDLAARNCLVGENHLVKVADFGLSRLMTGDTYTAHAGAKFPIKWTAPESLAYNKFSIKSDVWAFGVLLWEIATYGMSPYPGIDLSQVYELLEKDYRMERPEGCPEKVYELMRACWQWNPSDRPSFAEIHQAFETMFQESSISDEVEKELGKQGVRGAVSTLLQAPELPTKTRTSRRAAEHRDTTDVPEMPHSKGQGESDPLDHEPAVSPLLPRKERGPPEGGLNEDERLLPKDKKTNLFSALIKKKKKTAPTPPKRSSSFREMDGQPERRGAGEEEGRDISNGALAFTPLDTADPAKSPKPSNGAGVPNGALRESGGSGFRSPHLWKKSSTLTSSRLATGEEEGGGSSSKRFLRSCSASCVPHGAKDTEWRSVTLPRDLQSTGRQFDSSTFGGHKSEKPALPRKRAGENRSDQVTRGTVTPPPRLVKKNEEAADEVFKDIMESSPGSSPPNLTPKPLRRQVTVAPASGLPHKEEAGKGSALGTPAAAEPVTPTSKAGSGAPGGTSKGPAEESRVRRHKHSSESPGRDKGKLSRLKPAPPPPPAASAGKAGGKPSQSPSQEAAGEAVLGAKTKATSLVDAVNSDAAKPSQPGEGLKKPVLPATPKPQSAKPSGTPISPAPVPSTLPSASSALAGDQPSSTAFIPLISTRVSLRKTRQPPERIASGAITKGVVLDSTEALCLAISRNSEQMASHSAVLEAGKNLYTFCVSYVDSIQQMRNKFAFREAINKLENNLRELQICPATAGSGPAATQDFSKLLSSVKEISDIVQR
Target sequence (Q13671 whole entry, looked up): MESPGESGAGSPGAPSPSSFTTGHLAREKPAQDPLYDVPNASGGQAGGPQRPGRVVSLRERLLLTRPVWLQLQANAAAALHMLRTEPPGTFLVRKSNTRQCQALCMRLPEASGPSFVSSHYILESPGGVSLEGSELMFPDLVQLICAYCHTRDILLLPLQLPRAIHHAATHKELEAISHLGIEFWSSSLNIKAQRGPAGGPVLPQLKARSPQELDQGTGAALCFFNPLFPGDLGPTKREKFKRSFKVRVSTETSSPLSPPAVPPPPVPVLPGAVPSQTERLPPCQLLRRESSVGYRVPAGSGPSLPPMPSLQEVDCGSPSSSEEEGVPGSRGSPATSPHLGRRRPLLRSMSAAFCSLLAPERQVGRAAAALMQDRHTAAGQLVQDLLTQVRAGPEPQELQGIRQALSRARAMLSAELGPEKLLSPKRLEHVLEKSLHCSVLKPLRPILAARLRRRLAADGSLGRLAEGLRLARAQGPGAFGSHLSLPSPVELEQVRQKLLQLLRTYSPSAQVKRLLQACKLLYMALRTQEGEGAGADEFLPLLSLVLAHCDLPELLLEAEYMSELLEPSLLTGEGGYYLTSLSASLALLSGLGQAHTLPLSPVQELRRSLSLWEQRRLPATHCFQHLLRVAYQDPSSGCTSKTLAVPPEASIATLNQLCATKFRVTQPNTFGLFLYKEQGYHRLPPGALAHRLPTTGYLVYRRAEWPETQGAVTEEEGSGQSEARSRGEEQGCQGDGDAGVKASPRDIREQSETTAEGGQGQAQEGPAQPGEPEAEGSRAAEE
Tb MetRS inh: blocks T. brucei methionyl-tRNA synthetase activity. inhibition, % at 11.9 µM. 360,000 compounds, 0.4% hits. AID 624268. purified T. brucei MetRS, ATP depletion, Kinase-Glo luminescence;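 active = inhibition above a per-plate cutoff of the control wells' mean inhibition plus 3 SD, cut at about 5.5% in these data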;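 note: 0% = DMSO wells median and 100% = median of wells with control inhibitor compound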
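Material – parasite MetRS enzyme · Medium – HEPES-MgCl2-KCl buffer plus DTT, spermine, BSA, pyrophosphatase · Reagent – ATP, methionine and E. coli bulk tRNA substrates · Times – 15 min enzyme-compound preincubation, 2 h reaction, 10 min detection, 25 °C · Measured by – luminescence of leftover ATP · Evaluation – percent inhibition relative to median high and low control wells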
FAS-TE inh: inhibitors of human fatty acid synthase thioesterase domain; AID 602261; P49327; 360,000 compounds, 0.67% hits; inhibition, % at 15 µM; recombinant FAS-TE, OMFH fluorogenic substrate, fluorescence endpoint;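 active = compounds whose normalised, plate-corrected inhibition of enzyme fluorescence in the single-dose primary screen is 50% or more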;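 note: 0% = DMSO with enzyme and 100% = substrate without enzyme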
MsrA inh: inhibitors of bovine MsrA; purified bovine MsrA, absorbance read-out; inhibition, % at 15.5 µM; AID 651718; 360,000 compounds, 0.75% hits; in the data active = inhibition above about 4.5%;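 note: 0% = vehicle wells with enzyme and 100% = reference inhibitor wells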
MLLE-PAM2 inh: blocks PAM2 peptide binding to the PABP1 MLLE domain; AID 588489; P11940; 360,000 compounds, 0.36% hits; GST-MLLE / FITC-PAM2 fluorescence polarization; inhibition, % at 20 µM; in the data active = inhibition above about 35%, passing the limit was not always enough;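 note: plate controls were DMSO wells with GST-MLLE for no effect and wells lacking GST-MLLE protein for full effect; some results filed as inactive read as strong as hits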
E coli Lon inh: inhibitors of E. coli Lon protease; purified E. coli Lon protease, fluorescence polarization; inhibition, % at 7.94 µM; 360,000 compounds, 0.42% hits; AID 602123; in the data active = inhibition above about 13%, passing the limit was not always enough;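 note: 0% = enzyme with probe and DMSO and 100% = no enzyme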
Active calls of the source: *; i = inactive; nt = no result given.

1	CCSc1nc(=O)n(-c2ccccc2)c(C)c1C(C)=O
2	CCCCCCCCOC(=O)/C=C/c1c(C)[nH]c(=O)[nH]c1=O
3	O=C(NCc1ccccc1)C1C(c2ccc3c(c2)OCO3)=Nc2ccccc2N1C(=O)c1cccc2ccccc12 (stereo not drawn)
4	O=C(N/N=C/c1ccco1)Nc1ccccc1
5	CC(Sc1ccc(Br)cc1)C(N)=O (stereo not drawn)
6	Clc1ccc(N2CCN(c3cnc4ccccc4n3)CC2)cc1
7	CN(C)C(=O)CNC(=O)CN1C(=O)NC2(CCCc3sccc32)C1=O (stereo not drawn)
8	CCN(C(=O)COC(=O)CC(C)c1ccccc1)c1c(N)n(Cc2ccccc2)c(=O)[nH]c1=O (stereo not drawn)
Compound,1,2,3,4,5,6,7,8
bovine MsrA act,-4,-3,nt,-3,-3,0,-1,-8
CSN inh,3,0,-3,2,1,3,-1,1
Neddyl block,i,i,i,i,i,i,i,i
Rin1 Abl inh,2,-2,nt,-3,5,-2,1,7
Tb MetRS inh,-0.7,0.5,-0.3,-0.4,0.1,-0.1,-0.2,-0.6
FAS-TE inh,-5,-6,nt,-4,-6,25,-1,-15
MsrA inh,1.7,-0.1,0.8,0.7,-1.3,1.4,0.6,0.2
MLLE-PAM2 inh,-6,-11,nt,4,5,-6,11,2
E coli Lon inh,-2,-7,nt,-1,-5,8,-5,5

9	CCOC(=O)c1ccccc1NC(=O)c1ccc2nccnc2c1
10	C=CCC1(CC=C)CCCN1C(=O)CC1C(=O)NCCN1Cc1ccccc1OC (stereo not drawn)
11	CN(C)c1ccc(/C=C(/NC(=O)c2ccccc2)C(=O)NCCN2CCOCC2)cc1
12	O=C(/C=C(\c1ccc(Cl)cc1)n1cncn1)c1ccc(Cl)cc1
13	CN(Cc1ccc2c(c1)CCCN2C)C(=O)[C@H]1O[C@@H](n2cnc3c(N)ncnc32)[C@H](O)[C@@H]1O
14	Fc1ccc(/C=N/Nc2ccccn2)cc1
15	CC(C)(C)NC(=O)C12CC3CC(CC(Cl)(C3)C1)C2
16	CC(C)C(NC(=O)COc1ccc2ccccc2c1)C(=O)N/N=C/C=C/c1ccccc1 (stereo not drawn)
Compound,9,10,11,12,13,14,15,16
bovine MsrA act,-8,1,-4,-2,-3,-8,-3,0
CSN inh,-3,-2,9,-1,-2,1,-12,0
Neddyl block,i,i,i,i,i,i,i,i
Rin1 Abl inh,0,1,-5,-1,3,-1,-1,3
Tb MetRS inh,-0.7,0.1,0.7,-0.9,-0.1,-0.7,-0.1,-0.7
FAS-TE inh,-6,-2,-9,15,-2,-6,-8,-6
MsrA inh,0.6,2.2,4.6*,nt,-0.4,2.2,0.0,-0.9
MLLE-PAM2 inh,-16,-3,-44,-6,-2,-6,-5,-98
E coli Lon inh,-14,-2,-260,1,-8,-8,-1,-4

Copied from the list:
#13 – MsrA inh: -0.4
#16 – E coli Lon inh: -4
#11 – MsrA inh: 4.6*
#12 – Rin1 Abl inh: -1

(more compounds)
17	Cc1ccc(NC(=O)CN(C2=NC3CS(=O)(=O)CC3S2)c2ccccc2)cc1 (stereo not drawn)
18	CCCN(CCC)Cc1c(C(=O)N/N=C/c2ccoc2)nnn1-c1nonc1N
19	CCCCCCCN(c1ccccc1)[C@@H]1C[C@H]2CCCC(=O)N3CC[C@@H](C1)[C@@H]23
20	COC(=O)c1ccc(C2=NOC(C)(c3sc(-c4ccc(Cl)cc4)nc3C)C2)cc1 (stereo not drawn)
21	Cc1ccc(Cl)cc1NC(=O)CNCC(c1ccccc1)N(C)C (stereo not drawn)
22	O=C(CN1CCCC1)Nc1ccc2c(c1)CCC2
23	O=C(O)COc1ccc(NC(=O)c2ccc3c(c2)C(=O)N(CC2CCCO2)C3=O)cc1 (stereo not drawn)
24	COCC(C)NC(=O)c1noc2c1CCc1cc(OC)ccc1-2 (stereo not drawn)
Compound,17,18,19,20,21,22,23,24
bovine MsrA act,0,0,-1,-3,-3,-1,4,-3
CSN inh,-1,0,-4,3,1,-3,0,-1
Neddyl block,i,i,i,i,i,i,i,i
Rin1 Abl inh,0,1,2,0,1,-4,0,0
Tb MetRS inh,0.0,0.9,-0.4,-0.5,0.0,0.4,-0.1,0.8
FAS-TE inh,0,-4,33,28,-6,-6,-6,-4
MsrA inh,2.3,-1.0,-0.7,0.0,-0.5,-0.1,0.9,0.2
MLLE-PAM2 inh,33,-1,10,19,-5,11,17,1
E coli Lon inh,1,-14,-3,-3,2,-6,-12,3

A different layout for 2 compounds above.
Sequence of screens: bovine MsrA act	CSN inh	Neddyl block	Rin1 Abl inh	Tb MetRS inh	FAS-TE inh	MsrA inh	MLLE-PAM2 inh	E coli Lon inh
14) Fc1ccc(/C=N/Nc2ccccn2)cc1
  -8	1	i	-1	-0.7	-6	2.2	-6	-8
15) CC(C)(C)NC(=O)C12CC3CC(CC(Cl)(C3)C1)C2
  -3	-12	i	-1	-0.1	-8	0.0	-5	-1

Going on with the list.
25	Cc1cccc(C)c1OCc1cc(C(=O)N(C)Cc2cc(C3CC3)n[nH]2)no1
26	Cc1ccccc1-c1nc(C#N)c(N2CCC(C)CC2)o1
27	CCOc1ccc(Cc2nnc(SCC(=O)Nc3ccccc3)n(N)c2=O)cc1
28	O=S(=O)(Cc1ccc(Cl)cc1Cl)c1ccc(Cl)cc1
29	COc1ccc(-c2cc(C(=O)O)[nH]n2)cc1OC
30	CCOc1cc(/C=C2/NC(=O)N(CC(=O)Nc3cccc(C)c3)C2=O)ccc1OCC(N)=O
31	CC(=O)c1ccc(NC(=O)CSc2nnc(Cn3cnc4ccccc43)o2)cc1
32	COc1ccc(S(=O)(=O)N2CCCOC2CNC(=O)C(=O)NCc2ccccn2)cc1 (stereo not drawn)
Compound,25,26,27,28,29,30,31,32
bovine MsrA act,-12,-6,-1,-2,-3,-4,-4,-1
CSN inh,4,0,12,4,2,-3,1,0
Neddyl block,i,nt,i,i,i,i,i,i
Rin1 Abl inh,1,-1,0,2,-4,-1,5,1
Tb MetRS inh,-0.8,-0.4,0.0,0.5,-0.3,0.6,-0.4,-0.3
FAS-TE inh,1,21,3,24,-4,-2,-1,-4
MsrA inh,-1.8,0.4,0.3,1.4,-0.3,1.5,0.1,-0.5
MLLE-PAM2 inh,8,4,14,0,5,4,-5,2
E coli Lon inh,-5,-1,2,-3,6,-1,-6,-5

Only bovine MsrA act, for some of the entries so far:
item	Molecule	bovine MsrA act
30	CCOc1cc(/C=C2/NC(=O)N(CC(=O)Nc3cccc(C)c3)C2=O)ccc1OCC(N)=O	-4
31	CC(=O)c1ccc(NC(=O)CSc2nnc(Cn3cnc4ccccc43)o2)cc1	-4
32	COc1ccc(S(=O)(=O)N2CCCOC2CNC(=O)C(=O)NCc2ccccn2)cc1 (stereo not drawn)	-1

Next section.
33	Cc1cccc(OCCCC(=O)Nc2ccc(S(=O)(=O)Nc3nccs3)cc2)c1C
34	Cc1cc(NC(=O)CN2CCN(c3ccc(O)cc3)CC2)no1
35	Cc1ccsc1C(=O)OCC(=O)Nc1ccc(Cl)cn1
36	Cc1cc(NS(=O)(=O)c2ccc(NC(=O)c3ccccc3C)cc2)no1
37	Cn1ncc(Br)c1C(=O)N1CCc2ccccc21
38	CCc1cccc(CC)c1NC(=O)CSc1nnc(C2CC2)n1C
39	CSc1nc(N)cc(=O)[nH]1
40	Cc1cc(C)n(-c2cc(O)c(-n3nc(C)cc3C)cc2O)n1
Compound,33,34,35,36,37,38,39,40
bovine MsrA act,-4,-3,2,-1,-6,-3,-5,0
CSN inh,5,-15,-6,1,1,3,-1,1
Neddyl block,i,i,i,i,i,i,i,i
Rin1 Abl inh,3,0,-1,2,3,-1,2,-2
Tb MetRS inh,-0.1,-0.1,0.2,-0.5,-0.8,0.5,0.3,-1.2
FAS-TE inh,-2,-7,7,0,-5,-11,-7,-5
MsrA inh,2.0,-0.7,-0.1,0.4,-0.5,-1.4,0.0,-0.1
MLLE-PAM2 inh,12,15,19,2,7,-17,11,-8
E coli Lon inh,-2,7,0,5,1,4,-5,7

Filtered by structure, those above with a furan ring, fused or not.
4	O=C(N/N=C/c1ccco1)Nc1ccccc1
18	CCCN(CCC)Cc1c(C(=O)N/N=C/c2ccoc2)nnn1-c1nonc1N
Compound,4,18
bovine MsrA act,-3,0
CSN inh,2,0
Neddyl block,i,i
Rin1 Abl inh,-3,1
Tb MetRS inh,-0.4,0.9
FAS-TE inh,-4,-4
MsrA inh,0.7,-1.0
MLLE-PAM2 inh,4,-1
E coli Lon inh,-1,-14

Following part:
41	Cc1ccc(-n2nc(C(N)=O)nc2-c2ccccc2)cc1
42	COCC(C)NC(=O)c1cc(OC)cc(OC)c1 (stereo not drawn)
43	CCN1C(=O)/C(=C\N2CCN(C(=O)c3ccco3)CC2)SC1=S
44	CC[C@@]1(C(=O)OC)N[C@H](CN(C)C(=O)Nc2ccc(F)cc2)[C@@H]2C(=O)N(C)C(=O)[C@@H]21
45	COc1ccccc1OCC(=O)Nc1cccc(C(=O)N2CCOCC2)c1
46	CC(=O)N1CCN(C(=O)c2[nH]c(C(F)(F)F)nc2-c2ccccc2)CC1
47	COCCn1c(N)c(Sc2ccccc2)c(=O)[nH]c1=O
48	O=C(CSc1nc2ccccc2o1)Nc1ccccc1N1CCCCCC1
Compound,41,42,43,44,45,46,47,48
bovine MsrA act,-2,0,0,-2,-1,0,-2,-8
CSN inh,-3,2,2,-5,2,-2,1,-3
Neddyl block,i,i,i,i,i,i,i,i
Rin1 Abl inh,0,3,-4,-2,-2,0,1,4
Tb MetRS inh,0.1,-0.7,-0.1,-0.7,-0.4,-0.4,-0.2,-1.1
FAS-TE inh,-5,-6,14,-6,-8,-8,-4,25
MsrA inh,0.0,-0.8,0.3,3.2,0.7,1.0,0.9,-0.8
MLLE-PAM2 inh,-1,-4,17,-3,-3,23,-5,-74
E coli Lon inh,3,4,5,-2,-2,2,-2,-1

49	CC1(C)Nc2ccccc2N(CC(=O)N2CCCCC2)C1=O
50	Cc1ccsc1C(=O)OCC(=O)Nc1sccc1C(N)=O
51	CCN(CC)S(=O)(=O)c1ccc(O)c(NC(=O)c2ccc(N3CCOCC3)c([N+](=O)[O-])c2)c1
52	CC(NC(=O)OCc1ccccc1)C(=O)NCC1CCCO1 (stereo not drawn)
53	CCC(c1ccccc1)c1noc(CCN(CC)CC)n1 (stereo not drawn)
54	Cc1ccc(NC(=O)C2CCN(c3ncnc4c3nc3n4CCCCC3)CC2)cc1Cl
55	O=C(c1noc2c1CCCC2)N1CCc2ccccc2C1
56	O=C(Nc1ccccc1)c1ccccc1N=Cc1cccc(O)c1
57	CC(NC(=O)CNC(=O)C1CCCCC1)c1cccc(Cl)c1 (stereo not drawn)
58	N/C(=N\OC(=O)/C=C/c1ccccc1)c1ccc(Br)cc1
Compound,49,50,51,52,53,54,55,56,57,58
bovine MsrA act,-2,-5,-4,-4,2,-7,-6,-12,-2,-9
CSN inh,-3,5,-4,4,4,-2,0,2,-3,3
Neddyl block,i,i,i,i,i,i,i,nt,i,i
Rin1 Abl inh,3,-3,-1,-1,-4,-4,-4,6,1,2
Tb MetRS inh,-1.0,-0.2,-0.3,-0.4,-0.1,-0.7,-0.6,-2.3,-0.8,-0.9
FAS-TE inh,-4,-2,-10,-10,-2,27,0,-9,-2,-5
MsrA inh,-1.0,-1.1,1.4,-0.6,0.6,-0.6,-0.6,-0.8,-1.7,-0.3
MLLE-PAM2 inh,4,-6,31,-8,-6,0,-6,21,-7,-2
E coli Lon inh,5,-12,-13,-8,-13,-14,6,-1,-1,0
